MCF10A rerep = inducers of DNA re-replication in MCF 10A breast cells; MCF 10A DNA re-replication, Hoechst nuclear intensity, 48 h; Potency, µM (top dose mostly 46.1 µM), without a hit: at the top dose activity, positive = re-replication, most hits filed as activators; hit rate 2.9% among 350,000; further: potency means the concentration at half of the fitted maximal effect; % of control where 0% means no effect; nearly all actives have a fitted effect of over 50% in size
HT1080 IDH1KD tx = kills HT-1080 cells with IDH1 knockdown; HT-1080 IDH1 knockdown viability, ATP luminescence, 48 h; Potency, µM (series often up to 46.1 µM), inactives show at the highest dose activity, negative = toxicity, most hits filed as cytotoxic; hit rate 2% among 360,000; AID 686971;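 further: potency means the concentration at half of the fitted maximal effect; 0% = DMSO wells and -100% = cell-free medium wells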
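HT-1080-IDH1KD cells (IDH1 knocked down), 750/well in RPMI with 5% FBS, treated with compound 48 h at 37 degrees C. Viability by CellTiter-Glo luminescence, normalised to DMSO and no-cell wells; concentration-response curves classed.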
KB-3-1 cytotox = KB-3-1 parental cell cytotoxicity; Potency, µM (series often up to 46.1 µM), inactives show at the top dose activity change, negative = cytotoxic, most hits filed as cytotoxic; AID 1347075; hit rate 1.4% among 400,000; KB-3-1 viability, CellTiter-Glo ATP luminescence, 72 h; further: potency means the concentration at half of the fitted maximal effect; on the % scale 0 is the no-effect control and ±100 the full control effect; nearly all actives have a fitted effect of over 60% in size
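Multi-concentration cytotoxicity screen in KB-3-1 cells grown in DMEM lacking phenol red with 10% FBS. After 72 h at 37 °C with compound, ATP-dependent luminescence was recorded.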
IL-1B inflam inh = inhibitors of inflammasome signaling (IL-1 beta secretion); hit rate 4.7% among 360,000; AID 743279; THP-1 LPS/ATP IL-1B secretion, AlphaLISA, 16 h; active compounds read low; activity change, % at 57.5 µM; in the data active means activity change below about -50%; inconclusive means mostly about -30% to -49%; further: on the % scale 0 is the no-effect control and ±100 the full control effect
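Secreted IL-1B measured by AlphaLISA bead assay after 16 h compound exposure of THP-1 cells; compounds (final up to 57.5 uM) added 1 h before LPS (250 ng/mL) and ATP (1.25 mM) stimulation; lower signal means less secretion.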
HT1080NT lethal = kills 2HG-producing HT-1080-NT fibrosarcoma cells; HT-1080-NT fibrosarcoma viability, CellTiter-Glo ATP luminescence, 48 h; Potency, µM (series often up to 46.1 µM), for inactives: at the top dose activity, negative = less viability, usual class: cytotoxic; hit rate 1.6% among 360,000;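 further: NT is the 2HG producing partner of a matched IDH1 knockdown line; potency means the concentration at half of the fitted maximal effect; 0% = DMSO-treated cells and -100% = media-only wells without cells; nearly all actives have a fitted effect of over 55% in size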
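HT-1080-NT fibrosarcoma cells (2HG-overproducing), 750 cells/well in RPMI with 5% FBS, dosed after 2 h and incubated 48 h at 37C. CellTiter-Glo luminescence normalized to DMSO and no-cell wells; concentration-response curves fitted and classed.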
KB-V1 cytotox = kills drug-selected multidrug resistant KB-V1 cells | hit rate 3.4% among 400,000 | KB-V1 MDR cells viability, CellTiter-Glo, 72 h | Potency, µM (series often up to 46.1 µM), for the others: top-dose activity change, negative = cytotoxicity, hits mostly cytotoxic; further: potency means the concentration at half of the fitted maximal effect; on the % scale 0 is the no-effect control and ±100 the full control effect; nearly all actives have a fitted effect of over 60% in size
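Readout: CellTiter-Glo luminescence, 10 min after addition. Cells: KB-V1 MDR subline, 72 h at 37 degrees C with compound. Analysis: corrected, normalized data fitted to concentration-effect curves.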
SW480 rerep = DNA re-replication induction in SW480 cells; SW480 DNA re-replication, Hoechst DNA content imaging, 48 h; Potency, µM (titrated, usually from 46.1 µM), for inactives: at the highest dose re-replication activation, actives largely listed as activators; hit rate 1.8% among 340,000; further: potency means the concentration at half of the fitted maximal effect; % of control where 0% means no effect; nearly all actives have a fitted effect of over 55% in size
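250 cells/well; 23 nL cpd via pin tool; 48 hr, 37 C, 5% CO2; Hoechst 40 min; imager read of total nuclear intensity, ex 405/em 500-530 nm.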
WRN inhibitor = blocks human WRN helicase; Q14191; WRN helicase unwinding, fluorescent forked duplex, kinetic; hit rate 0.46% among 360,000; Potency, µM (titrated, usually from 114 µM), for the others: at the highest dose activity change, negative = inhibition, usual class: inhibitors; AID 651768; further: potency means the concentration at half of the fitted maximal effect; on the % scale 0 is the no-effect control and ±100 the full control effect; nearly all actives have a fitted effect of over 55% in size
Target sequence (Q14191 whole entry, looked up): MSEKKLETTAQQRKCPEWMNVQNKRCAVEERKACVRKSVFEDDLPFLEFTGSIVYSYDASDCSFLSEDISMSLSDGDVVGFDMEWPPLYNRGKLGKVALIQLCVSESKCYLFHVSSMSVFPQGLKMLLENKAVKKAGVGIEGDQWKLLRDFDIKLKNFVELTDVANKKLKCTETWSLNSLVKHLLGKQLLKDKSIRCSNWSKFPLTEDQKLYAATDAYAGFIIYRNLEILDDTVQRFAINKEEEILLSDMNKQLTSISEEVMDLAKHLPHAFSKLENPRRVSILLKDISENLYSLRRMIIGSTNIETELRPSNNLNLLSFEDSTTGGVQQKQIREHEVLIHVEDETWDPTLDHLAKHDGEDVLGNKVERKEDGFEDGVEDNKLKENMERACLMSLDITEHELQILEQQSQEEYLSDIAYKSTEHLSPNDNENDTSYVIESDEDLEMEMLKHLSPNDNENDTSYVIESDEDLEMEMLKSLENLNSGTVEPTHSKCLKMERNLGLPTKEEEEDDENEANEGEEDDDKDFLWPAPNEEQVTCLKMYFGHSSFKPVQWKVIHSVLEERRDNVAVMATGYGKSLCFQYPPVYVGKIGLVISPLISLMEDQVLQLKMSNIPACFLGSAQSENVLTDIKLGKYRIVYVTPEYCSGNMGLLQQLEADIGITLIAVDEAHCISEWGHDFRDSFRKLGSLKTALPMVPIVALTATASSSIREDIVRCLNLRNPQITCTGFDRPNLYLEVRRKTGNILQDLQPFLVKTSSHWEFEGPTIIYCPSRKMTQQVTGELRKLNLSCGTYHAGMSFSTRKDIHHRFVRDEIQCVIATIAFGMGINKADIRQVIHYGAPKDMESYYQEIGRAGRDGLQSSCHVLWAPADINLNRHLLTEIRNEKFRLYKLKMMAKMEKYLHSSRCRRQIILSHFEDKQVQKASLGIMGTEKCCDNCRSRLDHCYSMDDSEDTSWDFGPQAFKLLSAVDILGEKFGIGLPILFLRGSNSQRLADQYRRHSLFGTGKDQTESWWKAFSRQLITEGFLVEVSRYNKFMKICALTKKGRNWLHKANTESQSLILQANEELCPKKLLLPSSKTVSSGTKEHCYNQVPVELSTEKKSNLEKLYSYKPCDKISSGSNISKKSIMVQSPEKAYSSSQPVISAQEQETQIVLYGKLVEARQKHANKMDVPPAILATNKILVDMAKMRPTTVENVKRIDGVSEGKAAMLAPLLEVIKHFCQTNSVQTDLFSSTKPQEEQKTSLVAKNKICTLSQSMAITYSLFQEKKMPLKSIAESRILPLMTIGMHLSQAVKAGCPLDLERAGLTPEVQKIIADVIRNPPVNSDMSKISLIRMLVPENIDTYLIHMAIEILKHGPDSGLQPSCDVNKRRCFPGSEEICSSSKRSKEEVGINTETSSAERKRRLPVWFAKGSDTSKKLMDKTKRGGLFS
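WRN at 20 nM final was preincubated with compound for 15 min at room temperature; reaction started with 100 nM forked duplex oligonucleotide carrying fluorophore and quencher plus 2 mM ATP (final). Unwinding followed kinetically by red fluorescence (ex 525/em 598 nm).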
ATXN2 expr inh = inhibitors of ATXN2 expression. Potency, µM (titrated, usually from 57 µM), without a hit: at the highest dose activity change, negative = inhibition, usual class: inhibitors. AID 1745845. HEK-293 ATXN2-luciferase reporter, luminescence, 24 h. hit rate 0.72% among 360,000; further: potency means the concentration at half of the fitted maximal effect; on the % scale 0 is the no-effect control and ±100 the full control effect; nearly all actives have a fitted effect of over 55% in size
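qHTS (up to 57 uM final) was run with 24 h compound exposure of reporter cells at 37 °C. Each well was multiplexed: SteadyGlo luminescence measured ATXN2-luciferase expression after a fluorogenic Gly-Phe-AFC viability readout (25 uM final).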
Active calls of the source: *; ? = inconclusive; nt = no result given; & = joins results of further samples; [ ] = another dose, or the depositor's remark. Unless noted, the call rests on the fitted dose curve; in most records, active means well fitted curve in the direction sought with a large enough effect; inconclusive means small, poorly fitted or top-dose-only effect, or another doubt; inactive means no such curve, though single readings can be large; an effect the other way counts as inactive or inconclusive.

cpd | structure | MCF10A rerep | HT1080 IDH1KD tx | KB-3-1 cytotox | IL-1B inflam inh | HT1080NT lethal
1 | Cc1nnc(NC(=O)CSc2nccn2-c2cccc(C)c2C)s1 | ? | ? | 3.7µM* | 77 | ?
2 | CC(C)Cn1c(CCCNC(=O)c2ccco2)nc2ccccc21 | 1% | 5% | 1% | 0 | 1%
3 | Clc1cccc(CON/C=N/c2ncnc3sccc23)c1 | ? | -3% | -21% | -12 | -23%
4 | COc1ccc(S(=O)(=O)N2CCC(C(=O)NCCC(=O)Nc3nccs3)CC2)cc1 | 0% | 3% | -7% | 0 | -4%
5 | COc1cccc(C(C2=C(O)CC(C)(C)CC2=O)C2C(=O)CC(C)(C)CC2=O)c1 (stereo not drawn) | -3% | 1% | 0% | 0 | -6%
6 | O=C(NC(=S)N1CCN(C2CCCCC2)CC1)c1ccccc1 | 2% | 12% | -7% | -2 | 2%
7 | CC1=C(C#N)C(=O)NC(=O)/C1=C/c1ccc(-c2ccc(S(N)(=O)=O)cc2)o1 | -3% | 9% | 17% | 21 | 8%
8 | Cn1c(=O)c(C(=O)Nc2ccccn2)c(O)c2ccccc21 | 14% | -11% | 18µM* | -18 | -12%
9 | N#Cc1ccc(-c2nc3ccc(Br)cn3c2Cc2cccc(F)c2)cc1 | nt | ? | -9% | -25 | -29%
10 | CC(C)CN1C(=O)/C(=C/c2cccs2)NC1=S | 24% | 3% | 3% | 4 | 7%
11 | CC(=O)N(/N=C/c1ccc(C)cc1)c1nc(CCl)cs1 | 3% | -3% | -2% | -19 | -4%
12 | Cn1c(N)c(C(=O)COC(=O)/C=C/c2ccc(Cl)cc2Cl)c(=O)n(C)c1=O | 1% | -1% | -17% | -13 | 2%

cpd | KB-V1 cytotox | SW480 rerep | WRN inhibitor | ATXN2 expr inh
1 | 9.2µM* | 8.2µM* | 4% | -4%
2 | 1% | 10% | -3% | 1%
3 | ? | -8% | -5% | -22%
4 | 12% | 3% | 0% | -3%
5 | -18% | 1% | -35%[57.1 µM] | -3%
6 | ? | -3% | 2% | -23%
7 | ? | -3% | ? | -9%
8 | 2.3µM* | 2% | 2% | -35%
9 | -15% | nt | -12% | 10%
10 | -1% | 6% | 8% | 4%
11 | -20% | -7% | -1% | -5%
12 | -6% | ? | -18% | 25%

cpd | structure | MCF10A rerep | HT1080 IDH1KD tx | KB-3-1 cytotox | IL-1B inflam inh | HT1080NT lethal
13 | Cn1c(N)c(C(=O)COC(=O)c2ccc(Cl)c(S(=O)(=O)N3CCCC3)c2)c(=O)n(C)c1=O | -2% | -12% | 1% | 24 | 0%
14 | Cc1cccc(N(C(=O)c2csnn2)C(C(=O)NCc2ccccc2)c2cccs2)c1 (stereo not drawn) | -3% | 4% | -12% | 3 | 13%
15 | CCOC(=O)C1=C(CN2CCN(C(=O)c3ccco3)CC2)NC(=O)NC1c1ccc(Cl)cc1 (stereo not drawn) | 19% | -19% | 0% | -11 | -26%
16 | C[C@@H]1COc2cc(N3CCN(Cc4ccccc4F)CC3)ccc2S(=O)(=O)N1 | nt | 0% | 1% | 39 | -6%
17 | CCC(C(=O)OC(C)C)c1ccc2ccccc2c1 (stereo not drawn) | ? | 14% | 11% | 54 | 6%
18 | CCOC(=O)C(C)NC(=O)c1cn(-c2ccc(OC)cc2)c(=O)c2ccccc12 (stereo not drawn) | -1% | 9% | -5% | -11 | 17%
19 | O=C(NCc1ccccc1F)C1CCN(C(=O)NCc2ccccc2)CC1 | 0% | 2% | 15% | -15 | 1%
20 | CCC(C)(C)NC(=O)CN(C(=O)c1csnn1)c1ccccc1-c1ccccc1 | -9% | -5% | 3% | -8 | 10%
21 | COc1ccccc1Cc1nnnn1CC(=O)O | -2% | -4% | 6% | -2 | 9%
22 | COc1ccc(-c2nc(N)ncc2-c2csc(C)n2)c(O)c1OC | -2% | 12% | 4% | 14 | 12%
23 | Cc1nc(SCc2ccc([N+](=O)[O-])cc2)nc2ccccc12 | 11% | -6% | 2% | -15 | 17%
24 | Cc1ccc(C(=O)N2CCN(S(=O)(=O)c3ccccc3C#N)CC2)cc1S(=O)(=O)N1CCOCC1 | 7% | 1% | 13% | 8 | 5%[9.24 µM]

cpd | KB-V1 cytotox | SW480 rerep | WRN inhibitor | ATXN2 expr inh
13 | ? | -18% | -2% | nt
14 | -15% | -9% | 4% | 1%
15 | ? | -24% | 1% | 2%
16 | 19% | nt | 10% | 16%
17 | -7% | -11% | 4% | 4%
18 | -6% | -19% | 7% | 3%
19 | 0% | 10% | -10% | -2%
20 | 23% | 1% | -29% | -5%[11.3 µM]
21 | 9% | -5% | 8% | -11%
22 | -11% | -1% | -10% | -5%
23 | ? | 0% | -5% | -8%
24 | ? | 1% | -1% | -3%

Record cards (already shown):
Profile of O=C(NCc1ccccc1F)C1CCN(C(=O)NCc2ccccc2)CC1 = MCF10A rerep = 0%; HT1080 IDH1KD tx = 2%; KB-3-1 cytotox = 15%; IL-1B inflam inh = -15; HT1080NT lethal = 1%; KB-V1 cytotox = 0%; SW480 rerep = 10%; WRN inhibitor = -10%; ATXN2 expr inh = -2%
Profile of COc1ccccc1Cc1nnnn1CC(=O)O = MCF10A rerep = -2%; HT1080 IDH1KD tx = -4%; KB-3-1 cytotox = 6%; IL-1B inflam inh = -2; HT1080NT lethal = 9%; KB-V1 cytotox = 9%; SW480 rerep = -5%; WRN inhibitor = 8%; ATXN2 expr inh = -11%

Single values from above:
cpd 18 in WRN inhibitor is entered as 7%
cpd 23 in MCF10A rerep is entered as 11%

Next section
cpd | structure | MCF10A rerep | HT1080 IDH1KD tx | KB-3-1 cytotox | IL-1B inflam inh | HT1080NT lethal
25 | COCCNC(=O)CN(C)S(=O)(=O)c1ccc(Br)cc1 | 0% | 8% | 17% | 10 | 10%
26 | COc1ccc(CCN(C(=O)c2snc(C(N)=O)c2N)C(C(=O)NCC2CCCO2)c2ccc(F)cc2)cc1OC (stereo not drawn) | 8% | 7% | 21% | 2 | 15%
27 | CCCCc1nc2cc(C(=O)N3CCCCC3C(=O)OC)ccc2o1 (stereo not drawn) | 6% | 1% | 12% | 31 | 5%
28 | S=c1[nH]nc(COc2ccc3c(c2)OCO3)n1-c1ccccc1 | 1% | 2% | 2% | 18 | 2%
29 | CCn1cc(CNCc2cn(-c3ccccc3C)nc2-c2ccc(OC)c(F)c2)cn1 | 2% | -2% | 1% | -8 | -8%
30 | Cc1cc(S(=O)(=O)N(C)CCc2ccccc2)ccc1-n1cnnn1 | 1% | -3% | -12% | 19 | -5%
31 | O=C(Nc1cccc(Cl)c1)c1ccc(F)c(S(=O)(=O)NCc2ccc3c(c2)OCO3)c1 | ? | -24% | ? | -14 | -23%
32 | O=C(c1ccc(Cl)cc1)N1CCN(c2ncccn2)CC1 | -6% | 23% | 7% | 4 | 20%
33 | Cc1nnc(Nc2ccc3c(c2)ncn3C)c2ccccc12 | -188%[0.0737 µM] | 14% | -3% | ? | 1%
34 | CCc1onc(C)c1C(=O)Nc1cc(C)ccc1OC | 1% | 16% | 12% | -10 | 18%
35 | COc1ccccc1Cn1c(=S)[nH]c2cc(C(=O)NCC3CCCO3)ccc2c1=O (stereo not drawn) | -1% | -18% | 0% | -1 | 0%
36 | COC(=O)c1c(C(=O)OC)c2n(c1C)CCC2 | -1% | 3% | 15% | -4 | -2%

cpd | KB-V1 cytotox | SW480 rerep | WRN inhibitor | ATXN2 expr inh
25 | -22% | -4% | -2% | 3%
26 | -15% | -14% | -4% | -12%
27 | 18% | 3% | 9% | 41%[activator]
28 | 1% | -3% | 13% | -10%
29 | ? | -2% | 0% | -13%
30 | -1% | -8% | -19% | -13%
31 | ? | 13%&12% | -30% | -15%
32 | 14% | -10% | -1% | 2%
33 | 23% | -11% | -3% | 19%
34 | 8% | -6% | 4% | 5%
35 | ? | 1% | 1% | nt
36 | 3% | -7% | 10% | 1%

cpd | structure | MCF10A rerep | HT1080 IDH1KD tx | KB-3-1 cytotox | IL-1B inflam inh | HT1080NT lethal
37 | CC(C)=CC(=O)N1CCC(N2CCC(C(=O)NCC3CCCO3)CC2)CC1 (stereo not drawn) | -2% | 7% | 11% | 18 | 11%
38 | COc1ccccc1Oc1cc(F)nc(N)n1 | -6% | 8% | -1% | 8 | 6%
39 | c1ccc2oc(-c3[nH]ncc3CN3CCC(N4CCSCC4)CC3)cc2c1 | 23µM* | -23% | -10% | nt | -20%
40 | O=C(Nc1ccc(CN2CCCCC2)cc1)Nc1ccccc1Cl | 18% | -4% | 11% | ? | -18%
41 | COC1(C)CC2C(CC1OC(=O)c1cc([N+](=O)[O-])cc([N+](=O)[O-])c1)C2(C)C (stereo not drawn) | ? | -7% | 1% | 75 | 11%
42 | CCOc1c(C)cnc2c1c(=O)n(Cc1ccc(Cl)cc1)c(=O)n2C | -3% | -14% | ? | 46 | 0%
43 | CCCCOc1ccc(/C=C/C(=O)N(CC)CC(=O)Nc2ccc3c(c2)OCCO3)cc1OC | 20% | -18% | -15% | ? | -3%

cpd | KB-V1 cytotox | SW480 rerep | WRN inhibitor | ATXN2 expr inh
37 | 0% | -16% | 1% | 0%
38 | 3% | -28% | 8% | 12%
39 | -1% | -6% | -8% | -28%
40 | -5% | 3% | 5% | -14%
41 | ? | ? | -3% | -17%
42 | -7% | ? | -21% | -17%
43 | -10% | ? | -6% | -10%

Bioassay records as filed in PubChem BioAssay.
